Source: PubChem BioAssay
CatS inh: inhibitors of human cathepsin S | P25774 | recombinant cathepsin S, AMC dipeptide fluorescence, pooled mixtures | inhibition, %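 (tested at 5 µM per compound within 10-compound mixtures)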 | 62,000 tested, 0.06% active; in the data active = inhibition above about 32%, passing the limit was not always enough;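 note: 0% = enzyme without compound and 100% = blank without enzyme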
Target sequence (P25774 115-331 limits assumed): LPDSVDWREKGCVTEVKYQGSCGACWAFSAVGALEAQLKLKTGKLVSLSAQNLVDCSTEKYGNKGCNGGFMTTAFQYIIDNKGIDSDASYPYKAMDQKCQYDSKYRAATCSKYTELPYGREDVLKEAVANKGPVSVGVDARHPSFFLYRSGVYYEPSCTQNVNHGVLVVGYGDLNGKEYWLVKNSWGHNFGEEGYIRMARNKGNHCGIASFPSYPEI
FXIa inh mix: inhibitors of human coagulation factor XIa, pooled mixtures; purified FXIa, fluorogenic substrate; inhibition, % at 5 µM; 62,000 tested, 0.19% active; AID 680; in the data active = inhibition above about 20%, passing the limit was not always enough;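 note: each value is inhibition by a whole ten-compound pool holding the compound; 0% = enzyme with no mixture and 100% = wells lacking enzyme; strong numbers were not always called active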
E coli RNAP: Escherichia coli RNA polymerase inhibition; P0A8V2; E. coli RNA polymerase, fluorescence transcription assay; inhibition, %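 (tested at 10 µM)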; 62,000 tested, 0.2% active; in the data active = inhibition above about 20%;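 note: 0% = enzyme without compound and 100% = no enzyme blank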
AP complement: orthogonal test for alternative complement pathway inhibitors. Human serum alternative complement pathway, LPS-coated ELISA, C3 deposition; tested in compound mixtures. inhibition, % at 5 µM. 62,000 tested, 0.08% active. AID 1235;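 active = inhibition above 30% in each of the two pooled mixtures holding the compound, so the lower value exceeds 30%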;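 note: 0% = serum in Mg-EGTA without compound and 100% = EDTA serum blank; some compounds past the cut are filed as inactive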
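Medium: diluted human serum in Mg2+-EGTA GVB++. Assay system: human serum complement alternative pathway, C3 deposition onto LPS. Also added: Plate-bound LPS. Technique: Anti-C3 ELISA, OD 450 nm. Measure: percent inhibition. Incubation: 1 h at 37 °C. Dosing: 5 µM each compound, pools of ten, 50 µM per pool.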
C1s inh: blocks human complement C1s protease activity | P09871 | AID 538 | 62,000 tested, 0.16% active | purified C1s, fluorogenic AMC substrate, pooled mixtures | mean inhibition % of two 10-compound mixtures (stronger effect = higher value), % at 5 µM (by protocol);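 active = inhibition above 20% in each of the two 10-compound mixture wells holding the compound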;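 note: 0% = enzyme wells lacking compound mixture and 100% = no-enzyme blank wells; some compounds called inactive have numbers as strong as hits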
CatB block: blocks human cathepsin B protease activity; inhibition, %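 (tested at 10 µM)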; purified cathepsin B, fluorogenic substrate, fluorescence; 63,000 tested, 0.1% active; AID 453; in the data active = inhibition above about 21%;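 note: 0% = enzyme with no compound and 100% = no enzyme blank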
CatL inh: inhibitors of human cathepsin L; P07711; purified cathepsin L, fluorogenic substrate, fluorescence; inhibition, %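 (tested at 10 µM)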; 58,000 tested, 0.17% active; in the data active = inhibition above about 45%;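 note: 0% = enzyme with no compound and 100% = no enzyme blank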
Target sequence (P07711 114-288 limits assumed): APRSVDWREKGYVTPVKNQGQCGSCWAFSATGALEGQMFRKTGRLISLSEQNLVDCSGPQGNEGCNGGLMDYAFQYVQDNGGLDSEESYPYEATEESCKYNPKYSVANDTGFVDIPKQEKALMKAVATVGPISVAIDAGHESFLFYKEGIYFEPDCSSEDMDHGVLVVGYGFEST
Target sequence (P07711 292-333 limits assumed): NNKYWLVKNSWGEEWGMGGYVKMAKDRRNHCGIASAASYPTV
CatG inh: blocks human cathepsin G enzyme activity; P08311; purified enzyme, AMC-tetrapeptide fluorescence, pooled mixtures; inhibition, % at 5 µM (by protocol); 62,000 tested, 0.2% active; AID 581;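 active = inhibition above 20% in each of the two mixture wells holding the compound; inactive = inhibition of 20% or less in either well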;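 note: 0% = enzyme control without mixture and 100% = blank lacking enzyme; strong numbers were not always called active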
Target sequence (P08311 21-244 limits assumed): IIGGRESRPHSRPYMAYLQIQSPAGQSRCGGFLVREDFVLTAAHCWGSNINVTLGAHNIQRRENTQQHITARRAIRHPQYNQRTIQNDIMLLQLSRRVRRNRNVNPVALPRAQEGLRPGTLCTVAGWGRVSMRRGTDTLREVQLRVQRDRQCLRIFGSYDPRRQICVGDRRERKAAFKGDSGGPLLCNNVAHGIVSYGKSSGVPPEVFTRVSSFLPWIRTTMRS
CatB mix inh: human cathepsin B inhibition by mixtures; 62,000 tested, 0.06% active; Purified cathepsin B, AMC dipeptide fluorescence, compound mixtures; inhibition, %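 (ten-compound pools at 5 µM per compound and 50 µM total)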; AID 488; P07858; in the data active = inhibition above about 22%, passing the limit was not always enough;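 note: 0% = enzyme without compound and 100% = no enzyme blank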
* marks the source's active call; other numbers are inactive results; / = no result given. These rows are one share of the data; count on the stated rates, not on these rows.

Molecule	CatG inh	CatS inh	CatL inh	E coli RNAP	AP complement	FXIa inh mix	C1s inh	CatB block	CatB mix inh
Cc1cc(Nc2nnnn2-c2ccccc2)n(-c2ccc(Cl)cc2)n1	-1	5	/	-5	13	4	1	-1	-3
O=C(O)CSc1nnc(Cn2nnc3ccccc32)n1CCc1ccccc1	0	10	-3	7	11	6	1	0	6
COc1cc(NC(=O)c2cc3nc(C)cc(C)n3n2)c(OC)cc1Cl	8	0	-3	7	2	2	4	1	-4
CCn1c(SCC(=O)Nc2ccccc2N2CCCCC2)nc2c1c(=O)n(C)c(=O)n2C	12	13	13	8	-3	7	19	5	7
COc1ccc(C2c3sc(=O)[nH]c3SC3C4CCC(C4)C23)cc1 (centres undefined)	-9	-5	-5	-6	0	-2	-4	3	4
COc1ccccc1C1/C(=C(/O)c2ccccc2)C(=O)C(=O)N1CC(C)C (centres undefined)	2	3	0	5	19	7	3	-3	6
N#Cc1c(NC(=O)c2nc3ncccn3n2)sc2c1CCCCC2	-4	-2	7	-5	0	4	0	2	-2
CCN(CC)c1ccc(/C=N/n2nnnc2N)c(O)c1	8	-18	-5	1	7	4	7	2	8
CSc1ccc(C2Nc3ccccc3-c3cc(C)nn32)cc1 (centres undefined)	12	7	-11	/	1	4	-12	1	3
COc1ccc(C2=NOC(C(=O)NC(C)(C)C)C2)cc1 (centres undefined)	-1	-4	-7	4	11	5	-19	-6	-1
COc1cc(C2C(C#N)=C(C)NC3=C2C(=O)CC(C)(C)C3)cc(OC)c1O (centres undefined)	9	6	-3	3	9	7	9	2	4
Cc1ccc(Cn2c(SCc3cccnc3)nc3c2c(=O)n(C)c(=O)n3C)cc1	11	/	4	19	2	5	14	2	54
CCOC(=O)CN(C(=O)CSc1nnc(-c2ccc(OC)c(OC)c2)o1)c1ccccc1	9	13	/	11	3	15	15	1	6
CCOC(=O)c1ccc(NC(=O)CCc2ccc(CC)o2)cc1	-5	-1	0	6	2	5	-3	0	1
COc1ccc(S(=O)(=O)N(Cc2ccccc2)Cc2nc(-c3ccccc3)no2)cc1	2	-11	2	4	13	-1	-30	0	-3
O=C(CSc1nnc(-c2cccs2)n1-c1ccccc1)N1CCN(C(=O)c2ccco2)CC1	6	-5	/	7	14	-14	-47	2	3
Cc1ccc(C)c(N=C2NC(=O)CS2)c1	-3	3	7	3	-2	8	-14	-2	-6
CCOC(=O)C1=C(C)N(C)C(C)=C(C(=O)OCC)C1c1cccnc1	-19	4	7	-9	-7	0	-5	1	2
Cc1ccccc1-c1nc(CS(=O)(=O)CC(=O)NCCN2CCOCC2)c(C)o1	-3	-1	/	-2	17	8	-5	-5	-1
O=C(Cc1cccs1)N1CCCC(c2nc3c(nnn3Cc3ccc(F)cc3)c(=O)[nH]2)C1 (centres undefined)	8	-3	-5	-3	16	6	14	2	-1
CCCN=C(N)/C(C(=O)OCC)=C(\O)c1ccc(OC)cc1	4	-4	9	2	15	-1	4	1	1
O=c1cc(CN2CCN(C/C=C/c3ccccc3)CC2)c2cc(O)ccc2o1	-10	-19	-3	6	16	-22	-162	-1	-7
COc1ccc(C2(O)CCN(C(=O)Cc3cccnc3)CC2)cc1	0	11	/	5	-6	9	-1	-2	2
Cc1cccc(NC(=O)C2CCCN2C(=O)OCC(C)C)c1C (centres undefined)	4	-3	13	8	-1	3	3	3	-1
CCOC(=O)CSc1nnc(Cn2c(=O)sc3ccccc32)n1-c1ccccc1C	5	0	/	8	15	7	15	4	3
COc1ccccc1NC(=O)CSc1nnnn1Cc1ccccc1	8	8	11	12	4	3	11	4	3
CCC(=O)N1c2ccccc2NC2=C(C(=O)CCC2)C1c1cccnc1 (centres undefined)	2	4	21	5	8	-1	-27	16	-1
O=C(CSc1nnc(-c2ccccn2)n1Cc1ccco1)c1ccc(-c2ccccc2)cc1	4	6	25	3	7	-8	-14	3	0
O=C(NCCO)c1scc2c1OCCO2	13	-1	-5	7	10	8	13	3	4
O=C(Nn1cnnc1)c1ccncc1	2	-1	2	4	-1	2	6	0	1
CCC1CCCCN1C(=O)N[C@@H](Cc1ccccc1)C(=O)O (some centres undefined)	-18	-15	7	7	9	-5	-50	5	-3
CCCNc1nc2c(c(=O)n(C)c(=O)n2C)n1CCC(C)C	15	8	-3	10	9	2	14	3	3
COc1ccc(S(=O)(=O)N2CCC(C(=O)Nc3cccc(Cl)c3)CC2)cc1OC	18	0	0	5	16	8	12	-1	4
Nc1cc(C2CCCC2)nn1-c1ccccc1	-11	10	-3	1	-10	4	-20	6	3
c1ccc(Nc2n[nH]nc2-c2ccccc2)cc1	-6	2	/	-2	-3	8	-9	-2	-8
CCC(C(=O)c1ccc(O)cc1)c1ccccc1 (centres undefined)	7	-7	-8	7	12	-9	-19	2	-9
COc1ccc(CNC(=O)C(OC(C)=O)c2ccccn2)cc1 (centres undefined)	5	-1	9	-1	28	-6	-14	8	4
CCCNS(=O)(=O)c1ccc(OCC(=O)NCc2ccco2)cc1	-10	10	-1	-1	-14	1	-22	7	4
CC(C)C(C(=O)Nc1cccnc1)N1C(=O)c2ccccc2C1=O (centres undefined)	-1	19	6	6	8	6	-27	-3	6
COc1ccc(OC)c(NC(=O)CCCN2C(=O)C3C4C=CC(C4)C3C2=O)c1 (centres undefined)	-11	-10	/	-7	-9	3	-41	-1	-3
CCOC(=O)c1cc(-c2ccco2)nc2c1c(C)nn2-c1ccccc1	-8	6	-4	1	-2	0	-18	3	-1
COCCNC(=O)c1cc2c(-c3ccc(Cl)cc3)nn(C)c2s1	3	-1	-8	-3	19	-3	-9	3	3
COC(=O)C1C(=O)C2=C(CC1C)NC(C)=C(C(=O)OCc1ccc(OC)cc1)C2c1ccc(C)o1 (centres undefined)	8	1	6	10	10	-4	-4	5	-1
CC(=O)N1c2c(cc(Br)cc2S(=O)(=O)N2CCN(c3ccccn3)CC2)CC1C (centres undefined)	4	5	3	-6	7	11	4	1	-4
O=C(NCc1ccco1)c1cc2n(n1)C(C(F)(F)F)CC(c1ccc(Br)cc1)N2 (centres undefined)	7	-5	4	10	-2	-2	-17	2	0
Cn1c(C(=O)NCc2cccs2)cc2c(=O)n(C)c3ccccc3c21	0	14	9	3	7	6	-11	10	7
CCOc1cc(C2C(C#N)=C(N)Oc3n[nH]c(C)c32)ccc1OCCN1CCOCC1 (centres undefined)	-21	-20	-2	6	8	-17	-162	-5	-4
O=C(Nc1nnc(CC2=CCCCC2)s1)c1cccs1	1	-1	-8	8	22	8	4	1	7
O=C1c2cccnc2C(O)N1Cc1ccco1 (centres undefined)	-2	-5	-3	5	-7	4	1	-3	0
O=C(c1cn(CC(=O)N2CCCC2)c2ccccc12)C1CCCCC1	-25	-30	-4	4	-2	-37	-215	-2	-19

One compound at a time, as listed above:
O=C(Nn1cnnc1)c1ccncc1 across the screens: CatG inh = 2; CatS inh = -1; CatL inh = 2; E coli RNAP = 4; AP complement = -1; FXIa inh mix = 2; C1s inh = 6; CatB block = 0; CatB mix inh = 1
c1ccc(Nc2n[nH]nc2-c2ccccc2)cc1 across the screens: CatG inh = -6; CatS inh = 2; CatL inh = /; E coli RNAP = -2; AP complement = -3; FXIa inh mix = 8; C1s inh = -9; CatB block = -2; CatB mix inh = -8

The listing continues.
Molecule	CatG inh	CatS inh	CatL inh	E coli RNAP	AP complement	FXIa inh mix	C1s inh	CatB block	CatB mix inh
CC(C)C(c1nnnn1CC1CCCO1)N1CCN(Cc2ccc3c(c2)OCO3)CC1 (centres undefined)	7	4	17	11	4	0	2	0	6
Cc1ccc2c(c1)NC(=O)C(N1CCOCC1)(C(F)(F)F)O2 (centres undefined)	-4	-5	/	-1	-8	3	-16	-1	4
COc1ccccc1CNC(=O)CCn1c(=O)oc2ccccc21	11	7	20	13	16	6	11	2	1
O=C(C1CCN(S(=O)(=O)c2cccnc2)CC1)N1CCN(c2ccccc2Cl)CC1	-1	-8	2	-4	5	13	5	3	3
CCOCCCNc1nc2c([nH]1)c(=O)n(C)c(=O)n2C	8	-1	7	2	19	4	2	1	2
O=C(COc1ccc(S(=O)(=O)NC2CCCCC2)cc1)Nc1ccc2c(c1)OCCO2	3	6	13	4	7	8	4	1	-2
COc1ccc2[nH]c(=O)c(C(c3nnnn3C3CCCC3)N(C)C3CCCCC3)cc2c1 (centres undefined)	-6	10	-18	3	3	3	-11	9	9
N#Cc1nc(COc2ccc(Cl)cc2)oc1N1CCCC1	1	4	4	7	5	6	2	-1	6
O=C1CCCN1CN1CCCCC1	9	-7	8	0	10	0	10	1	3
COc1cccc2cc(C(=O)N3CCc4ccccc43)c(=O)oc12	-6	-16	1	5	12	-23	-54	-3	-6
CCOC(=O)Cn1c(CCC(=O)O)ccc1-c1ccc(F)cc1	14	-5	1	5	8	5	14	1	6
O=C(CCCCCn1c(=O)[nH]c2ccsc2c1=O)NCc1cccs1	10	-3	-4	7	8	8	12	0	4
O=C(NC(NC1CCS(=O)(=O)C1)C(=O)c1ccccc1)c1ccc(Cl)cc1 (centres undefined)	13	5	5	7	-9	4	16	2	-3
CCCc1[nH]nc2c1C(c1ccncc1)C(C#N)=C(N)O2 (centres undefined)	9	-2	-10	2	24	4	3	3	1
CC(NS(=O)(=O)c1ccc(OCC(=O)N2CCOCC2)c(Cl)c1)c1ccccc1 (centres undefined)	16	-1	5	9	7	6	15	3	5
Cc1ccc(-c2cn3cccnc3n2)cc1NC(=O)c1ccc(Br)o1	-3	4	-53	-5	-15	-9	-40	-1	-1
CC1CN(CCC(=O)Nc2ccc3c(c2)OCO3)CC(C)O1 (centres undefined)	13	-4	-10	4	6	6	16	2	5
Cc1ccc(NC(=O)CCC(=O)OCC(F)(F)C(F)F)cc1	2	-14	7	1	15	2	2	1	2
Cc1cc(NC(=O)c2cc(S(=O)(=O)N3CCCCC3)ccc2C)n(-c2ccccn2)n1	-2	-4	-1	-4	8	4	-12	-4	-3
O=C(Cc1nc2ccccc2[nH]1)NCc1ccco1	8	-6	-6	-1	9	3	-4	2	0
Cc1ccc2c(c1)CCCN2C(=O)c1c(C)noc1C	5	-2	6	13	9	3	-30	3	1
CCn1c(=O)cc(SCC(=O)Nc2ccc3c(c2)OCO3)c2ccccc21	-7	10	7	7	-3	-2	0	2	2
Nc1c(NCc2ccccc2)c2ccccc2oc1=O	2	11	16	/	4	-10	-24	/	0
CCN(CC)C(=O)c1cc(-c2ccc(Br)cc2)on1	0	4	7	8	9	11	-19	2	-1
O=C(Nc1ccc(N2CCOCC2)cc1)c1ccc(S(=O)(=O)N2CCCCC2)cc1	0	-1	-9	5	5	5	-3	-5	3
O=C(C1CC1)N1CCc2cc(Br)cc(S(=O)(=O)NCc3ccccn3)c21	3	6	-2	4	14	4	-1	3	1
CCn1c2ccccc2c2nc3ccccc3nc21	3	-5	-11	8	15	1	-2	/	12
CCOC(=O)c1cc(-c2ccc(F)cc2)n(CC(=O)Nc2nccs2)c1C	10	-7	27	10	11	26	14	2	-1
Cc1nn(C)c(C)c1CN(C)C(=O)c1cc2n(n1)C(C(F)(F)F)CC(c1cccs1)N2 (centres undefined)	10	14	15	4	10	6	18	1	6
Cc1nnc(SCC(=O)N2CCN(Cc3ccccc3)CC2)s1	11	4	13	4	7	5	16	-2	0
O=C(NC1CCCCC1)c1nc2c(nnn2Cc2ccccc2Cl)c(=O)[nH]1	0	-6	-2	5	1	1	-3	6	4
